Cathepsin G inh = cathepsin G (human) inhibition | P08311 | purified enzyme, AMC-tetrapeptide fluorescence, pooled mixtures | inhibition, % at 5 µM (by protocol) | hit rate 0.2% among 62,000 | AID 581;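 active means inhibition above 20% in each of the two mixture wells holding the compound; inactive means inhibition of 20% or less in either well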;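 further: 0% = enzyme control without mixture and 100% = blank lacking enzyme; strong numbers were not always called active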
CatB mixtures = human cathepsin B inhibition by mixtures; P07858; Purified cathepsin B, AMC dipeptide fluorescence, compound mixtures; inhibition, %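 (ten-compound pools at 5 µM per compound and 50 µM total)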; hit rate 0.06% among 62,000; in the data active means inhibition above about 22%, passing the limit was not always enough;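 further: 0% = enzyme without compound and 100% = no enzyme blank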
CatL inh = blocks human cathepsin L protease activity; P07711; purified cathepsin L, fluorogenic substrate, fluorescence; inhibition, %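 (tested at 10 µM)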; hit rate 0.17% among 58,000; AID 460; in the data active means inhibition above about 45%;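 further: 0% = enzyme with no compound and 100% = no enzyme blank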
PKA inh = inhibitors of human protein kinase A | PKA Kemptide phosphorylation, Kinase-Glo ATP luminescence | hit rate 0.1% among 65,000 | inhibition, % at 6 µM | AID 524 | P17612;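 active means inhibition above the screen-wide mean inhibition plus 3 SD, cut at about 21% in these data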; further: many of its hits are not listed in these tables
Her2 expr inh = lowers expression of human Her2 kinase; SKBR-3 HER2 protein level, AlphaScreen, 18-24 h; stronger effect = lower value; HER2 level % of control, % at 10 µM; hit rate 0.69% among 65,000; AID 645;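 active means HER2 level under 5% of the carrier-only control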;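 further: 100% = DMSO carrier and 0% = 500 nM PU-H71 HSP90 inhibitor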
CatS block = human cathepsin S inhibition; recombinant cathepsin S, AMC dipeptide fluorescence, pooled mixtures; inhibition, %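 (tested at 5 µM per compound within 10-compound mixtures)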; hit rate 0.06% among 62,000; AID 501; in the data active means inhibition above about 32%, passing the limit was not always enough;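 further: 0% = enzyme without compound and 100% = blank without enzyme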
C1s block = blocks human complement C1s protease activity. P09871. purified C1s, fluorogenic AMC substrate, pooled mixtures. mean inhibition % of two 10-compound mixtures (stronger effect = higher value), % at 5 µM (by protocol). hit rate 0.16% among 62,000. AID 538;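 active means inhibition above 20% in each of the two 10-compound mixture wells holding the compound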;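 further: 0% = enzyme wells lacking compound mixture and 100% = no-enzyme blank wells; some compounds called inactive have numbers as strong as hits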
CatB inh = human cathepsin B inhibition | AID 453 | inhibition, %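 (tested at 10 µM)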 | purified cathepsin B, fluorogenic substrate, fluorescence | hit rate 0.1% among 63,000 | P07858; in the data active means inhibition above about 21%;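 further: 0% = enzyme with no compound and 100% = no enzyme blank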
ROCK2 blocker = ROCK2 (human) kinase inhibition; O75116; purified ROCK2, Kinase-Glo ATP depletion luminescence; inhibition, % at 6 µM; hit rate 0.35% among 60,000;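 active means inhibition above the screen-wide mean inhibition plus 3 SD, cut at about 18% in these data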;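 further: plate controls were DMSO wells for no effect and Y-27632 control wells after no-enzyme background subtraction for full effect; many of its hits are not listed in these tables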
Target sequence (O75116 whole entry, looked up): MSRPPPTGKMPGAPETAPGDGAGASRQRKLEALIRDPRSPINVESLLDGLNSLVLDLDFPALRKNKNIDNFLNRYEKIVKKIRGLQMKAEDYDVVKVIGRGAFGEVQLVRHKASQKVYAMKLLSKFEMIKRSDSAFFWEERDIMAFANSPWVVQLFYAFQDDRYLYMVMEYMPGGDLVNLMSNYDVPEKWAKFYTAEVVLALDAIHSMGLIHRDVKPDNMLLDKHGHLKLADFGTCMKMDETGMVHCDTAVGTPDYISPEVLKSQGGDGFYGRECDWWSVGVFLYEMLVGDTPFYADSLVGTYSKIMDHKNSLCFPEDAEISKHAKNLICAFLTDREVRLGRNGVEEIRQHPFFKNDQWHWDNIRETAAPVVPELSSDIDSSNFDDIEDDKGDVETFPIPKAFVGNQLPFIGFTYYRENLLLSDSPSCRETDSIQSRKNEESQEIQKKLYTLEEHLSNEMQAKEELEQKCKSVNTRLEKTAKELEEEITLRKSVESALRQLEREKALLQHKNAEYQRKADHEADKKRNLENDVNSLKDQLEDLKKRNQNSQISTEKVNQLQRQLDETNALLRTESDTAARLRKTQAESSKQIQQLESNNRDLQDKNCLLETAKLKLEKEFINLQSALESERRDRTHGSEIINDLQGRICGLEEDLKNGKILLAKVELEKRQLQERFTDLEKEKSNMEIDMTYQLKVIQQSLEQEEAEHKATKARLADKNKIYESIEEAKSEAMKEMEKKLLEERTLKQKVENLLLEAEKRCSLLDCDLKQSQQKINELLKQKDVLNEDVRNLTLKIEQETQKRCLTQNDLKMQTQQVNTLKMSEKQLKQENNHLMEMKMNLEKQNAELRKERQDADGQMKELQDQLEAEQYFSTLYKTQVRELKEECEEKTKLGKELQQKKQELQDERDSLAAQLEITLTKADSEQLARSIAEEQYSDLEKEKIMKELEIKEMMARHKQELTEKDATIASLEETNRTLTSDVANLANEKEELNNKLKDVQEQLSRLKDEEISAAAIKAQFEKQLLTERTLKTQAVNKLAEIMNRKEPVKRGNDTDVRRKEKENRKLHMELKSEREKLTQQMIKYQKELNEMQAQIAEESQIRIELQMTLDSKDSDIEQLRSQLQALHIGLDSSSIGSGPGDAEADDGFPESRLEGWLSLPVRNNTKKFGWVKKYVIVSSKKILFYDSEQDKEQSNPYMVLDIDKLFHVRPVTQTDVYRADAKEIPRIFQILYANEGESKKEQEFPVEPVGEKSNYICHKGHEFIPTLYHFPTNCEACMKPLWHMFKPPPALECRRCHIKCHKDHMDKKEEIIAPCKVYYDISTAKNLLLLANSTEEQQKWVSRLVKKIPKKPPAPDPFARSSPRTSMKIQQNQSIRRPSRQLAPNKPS
* hit, by the source's call; i = inactive; . = no result given. An excerpt; rates above refer to the full screens.

SMILES	Cathepsin G inh	CatB mixtures	CatL inh	PKA inh	Her2 expr inh	CatS block	C1s block	CatB inh	ROCK2 blocker
Cc1ccnc(NC(=O)Nc2ccc3c(c2)N(C)C(=O)CS3)c1	-1	0	.	2	50	21	-4	3	.
CC(=O)Nc1cc(NC(C)=O)cc(C(=O)OCC(=O)N2CC(C)OC(C)C2)c1 (stereo not given)	1	1	20	10	120	-8	-3	2	0
CCN(CC)Cc1c(O)ccc2c(C)c(CC(=O)OC)c(=O)oc12	-39	-17	i	3	73	-46	-361	-26	-10
O=c1oc2c(CN3CCOCC3)c(O)ccc2c2c1CCC2	-41	-7	i	-1	116	-52	-143	-9	-2
COc1cc(C)c(N(C(C)=O)c2ccccc2)c(C)c1	11	5	10	-3	77	13	12	1	4
CN(CC(=O)Nc1nc2ccccc2s1)S(=O)(=O)c1ccccc1	3	-1	-9	7	78	-17	-40	1	12
O=S(=O)(/C=C/c1ccccc1)n1cnc2ccccc21	8	-5	10	11	99	6	17	3	5
COc1ccc(-n2c(C)cc(C(=O)Cn3nnc4ccccc4c3=O)c2C)cc1	-3	1	0	-2	67	-7	-9	1	0
CCC(C)(C(=O)NC1CCCC1)N(Cc1ccco1)C(=O)c1ccccn1 (stereo not given)	-3	1	-7	7	91	-6	-1	-3	0
COc1ccc(-c2cc(N3CCCC3)n3ncnc3n2)cc1	11	-7	-9	8	95	-2	5	1	.
CC1=NC(Nc2nc(C)c3ccccc3n2)=NC(C)(C)C1	-1	4	4	4	64	-2	-13	5	2
CCOc1nc(C)ccc1-c1noc(-c2ccccn2)n1	5	1	9	3	98	-1	15	5	-1
Cc1[nH]nc2c1C(c1ccccc1)C1=C(CC(C)(C)CC1=O)N2 (stereo not given)	10	0	-11	9	64	9	8	7	5
CC(C(=O)N1CC2(C)CC1CC(C)(C)C2)N1C(=O)c2ccccc2C1=O (stereo not given)	0	6	-1	5	102	5	-23	-2	5
O=C(Nc1cn(-c2ccccc2)nc1-c1cccs1)c1ccco1	-10	-3	3	6	105	-2	-10	0	6
CCOC(=O)C1CCCN(C(=O)c2ccccc2NC(C)=O)C1 (stereo not given)	-3	2	-10	8	95	-3	-9	0	-1
O=S1(=O)C=CC(Sc2nc3ccccc3[nH]2)C1 (stereo not given)	0	2	-7	10	82	-1	1	-2	0
CC1CCC(NC(=O)Cn2ncc3ccccc32)CC1 (stereo not given)	2	2	23	2	98	12	16	2	2
CCC1(c2ccccc2)C(=O)NCNC1=O	12	5	7	-7	98	0	17	.	-3
CCn1cc(C(=O)NC2CC3CCC2C3)c(=O)c2ccc(C)nc21 (stereo not given)	8	1	-16	7	116	-3	8	1	3

Exported with values under each structure: entries from further up
The line under a structure holds: Cathepsin G inh, CatB mixtures, CatL inh, PKA inh, Her2 expr inh, CatS block, C1s block, CatB inh, ROCK2 blocker
- O=C(Nc1cn(-c2ccccc2)nc1-c1cccs1)c1ccco1
  -10, -3, 3, 6, 105, -2, -10, 0, 6
- CCC(C)(C(=O)NC1CCCC1)N(Cc1ccco1)C(=O)c1ccccn1 (stereo not given)
  -3, 1, -7, 7, 91, -6, -1, -3, 0

Compound profiles (already shown). Order of values: Cathepsin G inh	CatB mixtures	CatL inh	PKA inh	Her2 expr inh	CatS block	C1s block	CatB inh	ROCK2 blocker
`CCOC(=O)C1CCCN(C(=O)c2ccccc2NC(C)=O)C1` (stereo not given) is listed with -3	2	-10	8	95	-3	-9	0	-1
`Cc1[nH]nc2c1C(c1ccccc1)C1=C(CC(C)(C)CC1=O)N2` (stereo not given) is listed with 10	0	-11	9	64	9	8	7	5

Rewritten bar-delimited: entries from further up.
SMILES | Cathepsin G inh | CatB mixtures | CatL inh | PKA inh | Her2 expr inh | CatS block | C1s block | CatB inh | ROCK2 blocker
CCC1(c2ccccc2)C(=O)NCNC1=O | 12 | 5 | 7 | -7 | 98 | 0 | 17 | . | -3
CCn1cc(C(=O)NC2CC3CCC2C3)c(=O)c2ccc(C)nc21 (stereo not given) | 8 | 1 | -16 | 7 | 116 | -3 | 8 | 1 | 3

(list continues)
SMILES	Cathepsin G inh	CatB mixtures	CatL inh	PKA inh	Her2 expr inh	CatS block	C1s block	CatB inh	ROCK2 blocker
CNC(=O)Nc1ccccc1C(=O)NCc1ccccc1	-2	0	9	-2	113	14	-16	-1	1
COC(=O)c1cn(CC(=O)NCc2cccs2)c2ccccc12	-1	2	14	8	86	3	-10	3	4
Cc1ccc(C2C(C#N)=C(N)Oc3cc4c(cc32)OCO4)cc1 (stereo not given)	-13	-5	7	-5	85	-8	-65	-1	-2
COc1ccc(-n2c(Cc3cccn3C)nnc2SCC(=O)Nc2ccc(C)cc2)cc1	8	7	.	2	73	0	11	2	2
O=C1NC2(CCCC2)N=C1c1ccc(Cl)cc1	5	1	2	3	92	-4	3	3	-2
Cc1ccc(NC(=O)C(C)N2C(=O)c3ccccc3C2=O)cc1 (stereo not given)	3	1	21	2	88	-5	-35	1	0
CC1CN(CC(O)COc2ccccc2C(C)(C)C)CC(C)O1 (stereo not given)	2	-2	26	7	100	19	-1	0	6
COC(=O)c1[nH]c2ccc(C)cc2c1NC(=O)CN1CCN(C(=O)c2ccccc2)CC1	1	5	-14	3	91	-2	-3	-4	0
O=C(COC(=O)C1(c2ccc(F)cc2)CCCC1)N1CCN(C(=O)c2ccco2)CC1	7	1	24	12	121	4	1	5	7
COc1ccc(NC(=O)Nc2nnc(N3CCCCC3C)s2)cc1OC (stereo not given)	-3	-3	-1	4	69	-14	-96	2	-2
Cc1nc2sc(C(c3ccco3)N3CCN(c4ccccc4F)CC3)c(O)n2n1 (stereo not given)	9	4	6	2	72	-4	2	-3	-1
Cc1ccc(S(=O)(=O)N2CCN(C(=O)CSc3nc4ccccc4o3)C2)cc1	0	5	8	-4	120	13	1	-2	-2
COc1cc(C)c(CN2CCCCC2CO)cc1C (stereo not given)	-38	-2	4	9	117	4	-15	-4	5
CCOC(=O)COc1ccc2nsnc2c1	2	-5	-8	-2	96	-7	-3	-5	-5
Cc1ccc(C)c(-n2c(CNc3ccc(F)cc3)nnc2SCC(N)=O)c1	9	1	-20	7	99	-9	11	-1	5
O=C(CN1CCOCC1)Nc1ccc(OCc2ccccc2)cc1	10	2	5	1	90	3	12	3	.
CC(C)(O)C#Cc1ccc(C(=O)N2CCC(C(N)=O)(N3CCCCC3)CC2)cc1	9	-5	1	1	57	10	2	4	6
COc1ccc(NC(=O)NS(=O)(=O)c2ccc(C)cc2)c(OC)c1	7	4	2	-2	90	3	5	0	0
COc1ccc(CCNc2oc(-c3ccccc3OC)nc2C#N)cc1OC	4	-1	-58	13	82	-3	-21	4	7
O=C(c1cccs1)N1CCN(Cc2nc3ccccc3c(=O)[nH]2)CC1	8	3	-9	1	88	-4	12	3	.
CCOC(=O)c1[nH]c(C)c(C(=O)OCC(=O)NC(=O)NC(C)(C)C)c1C	2	5	.	3	76	6	4	0	4
O=C(O)C1CCCN1C(=O)c1cccs1 (stereo not given)	-1	2	-1	13	109	-10	-15	1	4
FC(F)(F)c1cccc(N2Cc3ccccc3C2)c1	-1	1	-2	13	93	-3	-1	0	4
COc1ccccc1CNC(=O)c1nnc(Cc2ccc(Cl)cc2)o1	2	1	.	10	86	-3	5	4	2
COc1ccc(-c2nnc3ccc(SCC(=O)N4CCN(c5ccccc5)CC4)nn23)cc1	10	6	-4	-1	77	-4	14	0	-4
COc1ccc(C(=O)CSc2nnc(-c3ccc(S(=O)(=O)N4CCOCC4)cc3)o2)cc1	-37	-9	15	3	97	-23	-78	9	-8
O=C(COc1ncnc2ccccc12)NCCCN1CCCC1=O	0	-2	-3	-1	91	8	-4	-1	0
COC(=O)C1=C(C(=O)c2ccccc2)C(c2cccs2)n2nnnc2N1 (stereo not given)	10	1	19	12	114	14	12	4	.
CCc1nn(-c2cc(Cl)ccc2OC)c2c1C(=O)CCC2	7	2	9	0	76	8	1	1	1
Nc1nnc(SCC(=O)Nc2ccc(F)c(Cl)c2)n1-c1ccccc1	10	4	17	-6	98	13	13	3	-2
COc1ccc(CN2CCN(c3cc(C)nc4c5c(C)cc(C)nc5nn34)CC2)cc1F	-10	-2	-76	6	78	-2	-63	-10	7
CCOC(=O)C1CCN(C(c2cc3ccc(C)c(C)c3[nH]c2=O)c2nnnn2C2CCCCC2)CC1 (stereo not given)	-2	3	5	11	111	3	-3	0	5
Cn1c(=O)c2nc(Cl)n(Cc3ccc(Cl)cc3Cl)c2n(C)c1=O	1	6	-1	7	108	4	-8	-3	0
CCN(CC)CCOc1c(Br)ccc2c1sc1nc3n(c(=O)c12)CCC3	-1	-1	7	-4	103	6	-9	-3	0
COc1cccc(CNC(=O)C2CCCN(S(=O)(=O)c3c(C)n[nH]c3C)C2)c1 (stereo not given)	12	2	21	10	75	7	16	8	5
CC(=O)Nc1c(-c2ccccc2)nc2ncccn12	-11	2	.	1	104	-11	-83	2	10
O=C(Nc1ccccc1OC(F)F)c1ccc(Br)o1	-5	2	0	5	69	4	1	2	-1
CS(=O)(=O)N(CC(=O)NCc1ccco1)c1ccc(Cl)c(C(F)(F)F)c1	-6	-8	5	6	112	0	-59	1	2
O=C(CCCC(=O)NCC1CCCO1)NCC1CCCO1 (stereo not given)	0	5	-2	2	102	5	0	-1	2
O=C(CCC(=O)Nc1ccc(Oc2ccccc2)cc1)NCCO	9	-5	24	8	114	-7	-17	0	6
O=C(Nc1ccccc1)N1CCC(C(=O)N2CCN(S(=O)(=O)c3cccc(F)c3)CC2)CC1	-5	1	1	6	83	-4	1	0	.
Cc1ccc(-c2cc(C(=O)Nc3cc(C)on3)c3ccccc3n2)c(C)c1	13	5	-5	0	105	-4	14	6	-9
Cc1cc(C)n2cc(CSc3nc4cc(Cl)ccc4o3)nc2n1	5	1	6	3	90	32	1	5	-4
Cc1ccccc1C(OCCN(C)C)c1ccccc1 (stereo not given)	11	4	-3	-1	105	-1	9	4	4
Cn1c(C(F)(F)F)nc2c(=O)oc3ccccc3c21	7	1	3	11	85	-3	15	4	9
COc1ccccc1OCC(=O)N(Cc1nc(-c2ccc(Cl)cc2)no1)C(C)C	-1	-1	4	9	66	2	0	2	2

2 entries from above, in markdown:
| mol | Cathepsin G inh | CatB mixtures | CatL inh | PKA inh | Her2 expr inh | CatS block | C1s block | CatB inh | ROCK2 blocker |
| --- | --- | --- | --- | --- | --- | --- | --- | --- | --- |
| Cc1ccccc1C(OCCN(C)C)c1ccccc1 (stereo not given) | 11 | 4 | -3 | -1 | 105 | -1 | 9 | 4 | 4 |
| Cn1c(C(F)(F)F)nc2c(=O)oc3ccccc3c21 | 7 | 1 | 3 | 11 | 85 | -3 | 15 | 4 | 9 |

Assay outcomes as filed in PubChem.
